Screening data: PubChem BioAssay, The Scripps Research Institute Molecular Screening Center
V1aR counter: V1a receptor agonism, counter-screen for OXTR agonists | CHO-V1R cells, Fluo-8 calcium fluorescence, agonist mode; 0% DMSO, 100% 3 nM vasopressin | P37288 | activation, % at 3 µM | hit rate 0.25% among 320,000;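 active = activation above the mean activation of all tested compounds plus 3 SD, per screening run, cut at about 20% in these data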;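 note: signal is peak over basal fluorescence ratio across a 100 second FLIPR read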
Target sequence (P37288 whole entry, looked up): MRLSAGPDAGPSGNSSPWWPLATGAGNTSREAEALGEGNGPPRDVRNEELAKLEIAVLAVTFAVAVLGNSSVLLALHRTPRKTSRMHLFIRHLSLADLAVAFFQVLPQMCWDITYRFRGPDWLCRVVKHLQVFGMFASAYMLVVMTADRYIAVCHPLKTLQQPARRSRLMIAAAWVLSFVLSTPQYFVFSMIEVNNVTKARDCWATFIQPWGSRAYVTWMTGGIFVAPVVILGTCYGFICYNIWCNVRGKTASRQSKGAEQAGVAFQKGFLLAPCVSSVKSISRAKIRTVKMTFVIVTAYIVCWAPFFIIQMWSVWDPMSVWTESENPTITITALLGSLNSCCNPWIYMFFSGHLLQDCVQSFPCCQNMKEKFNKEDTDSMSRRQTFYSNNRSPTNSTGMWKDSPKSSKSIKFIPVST
TAAR1 antag: human TAAR1 antagonism; Q96RJ0; CHO RD-HGA16 TAAR1, Fluo-8 calcium fluorescence, antagonist; inhibition, % at 3 µM; hit rate 1.5% among 360,000;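 active = inhibition above a per-plate cutoff, the mean inhibition of test compounds on that plate plus 3 SD, cut at about 49% in these data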;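 note: 0% = DMSO plus EC80 beta-PEA response and 100% = DMSO alone without agonist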
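System: CHO RD-HGA16 cells bearing hTAAR1. Reagent: EC80 β-phenethylamine stimulus. Schedule: seeding 17-24 h prior, 75-min 37 °C, 30-min RT dye loading. Signal: Fluo-8 intracellular calcium dye fluorescence, real-time kinetic reads. Read-out: % inhibition from peak post-agonist over basal fluorescence ratio. Benchmarks: vehicle wells and EC80 agonist wells. Replicates: n of 1.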
M1 ag parental: counter-screen for M1 agonists: effect in parental CHO-K1 cells; Fluo-8 calcium fluorescence; scaled to maximal ATP response, vehicle zero; activation, % at 3 µM; hit rate 0.48% among 360,000; AID 602248; in the data active = activation above about 15%;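 note: untransfected CHO-K1 host cells lacking M1 receptor as counterscreen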
OXTR agonist: agonists of human oxytocin receptor; P30559; CHO-OTR cells, Fluo-8 calcium fluorescence; normalized: DMSO 0%, oxytocin 100%; activation, % at 3 µM; hit rate 0.32% among 320,000; AID 2435;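 active = activation above the mean of all tested compounds plus 3 SD, cutoff set per screening run, cut at about 20% in these data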;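 note: peak over basal fluorescence ratio from a 100 s FLIPR kinetic read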
Target sequence (P30559 whole entry, looked up): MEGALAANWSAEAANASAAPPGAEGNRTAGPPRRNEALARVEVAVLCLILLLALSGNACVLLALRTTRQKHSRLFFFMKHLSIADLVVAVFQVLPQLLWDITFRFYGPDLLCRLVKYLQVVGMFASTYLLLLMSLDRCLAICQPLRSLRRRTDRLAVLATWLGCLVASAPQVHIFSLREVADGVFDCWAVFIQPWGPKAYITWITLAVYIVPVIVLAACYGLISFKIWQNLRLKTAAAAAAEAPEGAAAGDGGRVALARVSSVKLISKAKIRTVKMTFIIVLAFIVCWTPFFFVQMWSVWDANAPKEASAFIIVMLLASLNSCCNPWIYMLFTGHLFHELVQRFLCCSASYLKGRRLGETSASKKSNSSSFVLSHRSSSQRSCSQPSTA
GPR7 antag: human neuropeptides B/W receptor 1 antagonism; P48145; GPR7-expressing cells, fluorescence antagonist assay; inhibition, % at 4.4 µM; hit rate 1.1% among 290,000; in the data active = inhibition above about 16%, passing the limit was not always enough;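 note: cells stimulated with the agonist NPW; 0% = agonist with vehicle and 100% = vehicle without agonist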
M1 PAM parental: nonselective activator or artifact in parental CHO-K1 calcium assay | ATP EC20, Fluo-8 calcium fluorescence; 0% at ATP EC20, 100% at ATP max | activation, % at 3 µM | hit rate 0.02% among 360,000 | AID 602247;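 active = activation above the run cutoff, the mean activation of all test compounds plus 3 SD, cut at about 40% in these data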;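 note: peak over basal fluorescence ratio in a 140 s read after ATP addition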
OXTR potentiate: potentiators of human oxytocin receptor | hit rate 0.061% among 320,000 | CHO-OTR cells, Fluo-8 calcium fluorescence, potentiator mode; 0% = oxytocin EC15, 100% = EC100 | activation, % at 3 µM | AID 2445;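 active = activation above that plate's cutoff, the mean activation of tested compounds plus 3 SD, cut at about 6.6% in these data, passing the limit was not always enough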;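 note: 100% uses oxytocin at 75 nM as the full agonist control; some results filed as inactive read as strong as hits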
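System: human OTR in CHO cells / Also added: sub-maximal oxytocin, roughly EC15 / Control set: EC15 oxytocin low, 75 nM oxytocin high / Schedule: 6 min compound pre-incubation at room temperature, 100 s kinetic read / Compound: single-point 3.0 µM / Replication: singlicate / Technique: Fluo-8 calcium dye fluorescence / Read-out basis: % activation of max/min ratio relative to oxytocin controls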
CHO-K1 Ca antag: M1 antagonist counterscreen hit in parental CHO-K1 cells; ATP-induced calcium, Fluo-8 fluorescence; inhibition, % at 3 µM; hit rate 0.6% among 360,000; AID 602250;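 active = inhibition above a per-plate cutoff, the plate's mean sample inhibition plus 3 SD, cut at about 24% in these data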;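 note: 0% = DMSO plus EC80 ATP and 100% = DMSO alone without ATP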
CHO parental Ca: signal in parental CHO cells, OX1R antagonist counter-screen; parental CHO-K1, ATP-induced calcium, Fluo-8 fluorescence; inhibition, % at 5.6 µM; hit rate 0.63% among 330,000;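 active = inhibition above that plate's mean sample inhibition plus 3 SD, cut at about 26% in these data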;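 note: 0% = ATP-challenged DMSO wells and 100% = DMSO wells without ATP; some compounds past the cut are filed as inactive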
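Test system: untransfected parental CHO cell line; also added: ATP stimulus; dosing: 5.6 µM, single dose; signal: calcium-sensitive Fluo-8 fluorescence; measure: percent inhibition of ATP-evoked calcium rise, normalized to controls; benchmarks: low control ATP plus DMSO, high control DMSO only; replication: one well per compound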
The depositor's hits bear a star; x = not tested or not shown.

item	Structure	V1aR counter	TAAR1 antag	M1 ag parental	OXTR agonist	GPR7 antag	M1 PAM parental	OXTR potentiate	CHO-K1 Ca antag	CHO parental Ca
1	O=C(COc1ccc(-n2cnnn2)cc1)NCCc1ccc(F)cc1	0.3	-16	0.5	-0.8	2	19	-16	-12	-7
2	CN(C)c1ccc(S(=O)(=O)N2CCCCC2)cc1NC(=O)COc1ccccc1F	1.3	-3	3.6	0.3	-16	8	-5	-9	71*
3	Cc1nnsc1C(=O)Nc1ccccc1Cl	0.3	5	-0.3	0.2	9	12	-6	1	-6
4	CC(C)(C)c1cc2cccnc2n1Cc1ccccc1	0.1	-7	1.3	0.5	-9	20	-17	-5	-22
5	CCCCN(Cc1cc2ccccc2[nH]c1=O)S(=O)(=O)c1ccc(C)cc1	0.1	63*	2.2	-1.8	-13	26	-22	-6	-15
6	CCOC(=O)NC(NCc1ccccc1)(C(F)(F)F)C(F)(F)F	-0.2	-4	1.8	-2.1	0	3	0	-9	-8
7	CCOc1ccc(-c2nnc(NC(=O)Cc3cc(OC)c(OC)c(OC)c3)o2)cc1	1.3	-19	0.5	-0.8	-2	9	-7	-15	-15
8	CC(C)(C)c1ccc(C(CC(=O)O)NC(=O)c2ccccc2F)cc1 (stereo not drawn)	0.2	8	2.5	-0.2	3	27	-8	-10	9
9	C[C@@H]1C(c2ccc(F)cc2)=NN(c2ccccc2)[C@H]1C(=O)N1CCOC1=O	x	-25	-0.1	x	x	-10	x	-13	-18
10	Cc1ccc(C2=NNC(=O)C(c3c[nH]c4ccccc34)C2)cc1 (stereo not drawn)	2.0	23	1.1	1.9	-1	14	-15	-14	-17
11	Cc1onc(-c2ccccc2)c1C(=O)Nc1ccc(NC(=O)c2c(-c3ccccc3)noc2C)cc1	0.0	14	3.6	0.6	x	11	-10	-9	-13
12	CC1=C(C)CC2C(=O)N(Cc3ccccc3)C(=O)C2C1 (stereo not drawn)	-0.2	3	1.7	-1.1	-14	19	0	-20	-6
13	O=C(O)c1ccccc1CSc1ccccn1	0.9	2	0.1	0.5	-4	-6	-4	5	-8
14	COc1ccc(-c2cc(=O)c3c(O)c(OC)c(O)cc3o2)cc1	0.8	-20	1.0	-0.3	-10	-9	-5	14	-11
15	C[C@H](CCC(=O)O)[C@H]1CC[C@H]2[C@@H]3CC[C@@H]4C[C@H](O)CC[C@]4(C)[C@H]3CC[C@]12C	9.6	19	0.5	12	x	7	-8	4	0
16	CC1C2Cn3c(nc4ccccc43)C1N(C(C)C)O2 (stereo not drawn)	0.0	0	0.2	-0.8	x	-9	-7	-6	-9
17	CC(C)Cn1c(=O)c(C(=O)Nc2ccncc2)c(O)c2ccccc21	-0.5	-4	-0.2	-0.1	x	19	-4	-8	-17
18	CCOc1cccc(NC(=O)C2CC(=O)N(C)C2)c1 (stereo not drawn)	0.1	-28	-0.2	-0.2	-7	4	-5	-1	11
19	CCc1nc2ccc(C(=O)Nc3ccc(OC)c(OC)c3)cn2c1N(C)C(=O)c1cccc(OC)c1	x	-4	0.1	x	x	2	x	0	x
20	O=C(O)c1ccc(C(=O)O)c(C(=O)c2ccc(NC(=O)c3ccccc3)cc2)c1	0.3	-2	0.4	-0.1	-1	7	-3	-8	3
21	O=C(c1cc(COc2cccc(C(F)(F)F)c2)on1)N1CCc2ccccc2C1	1.1	5	-0.1	1.8	-17	-1	-10	-11	-14
22	CC1=CC(C)(C)N(S(=O)(=O)c2ccc(C)cc2)c2cc(C)ccc21	-0.1	39	0.2	-0.7	17	17	-8	-11	49*
23	CSCCC(NS(=O)(=O)c1ccc2c(c1)c(=O)n(C)c(=O)n2C)C(=O)NC1CCN(Cc2ccccc2)CC1 (stereo not drawn)	-0.6	-27	-0.3	-2.7	-22	-4	-3	-7	-8
24	CCN(C(=O)CN1CCN(C)CC1)c1c(N)n(Cc2ccccc2)c(=O)[nH]c1=O	0.1	-13	0.4	-0.1	x	16	-5	-22	3
25	CCOCCCNc1nc2c(c(=O)n(C)c(=O)n2C)n1CCCc1ccccc1	-0.9	11	1.0	-2.5	-9	10	-3	3	-16
26	Cc1cc(C)c(NC(=O)CSCc2c(C)noc2C)c(C)c1	0.2	-10	0.1	4.0	x	-10	3	-3	-11
27	O=C(CSc1nc2c([nH]c3ccccc32)c(=O)n1-c1ccccc1)N1CCOCC1	-0.4	8	0.2	-0.6	1	16	-4	-4	-11
28	Cn1cnc([N+](=O)[O-])c1SCC(O)CN1CCCCC1 (stereo not drawn)	0.5	-4	0.9	0.3	-8	4	-6	0	-8
29	COc1cccc(OC)c1C(=O)Nc1cc(Cl)ccc1N1CCOCC1	-0.5	-19	0.6	-1.9	-9	9	0	-10	-41
30	O=S(=O)(c1ccccc1F)N1CCN(CCc2ccccc2)CC1	5.9	-24	5.8	1.3	-6	6	4	-13	-13
31	O=C(CN1C(=O)c2ccccc2C1=O)Nc1nc(-c2cccc([N+](=O)[O-])c2)cs1	1.3	9	x	0.7	3	x	-1	x	3
32	CCCCn1c(N)c(N(CCOC)C(=O)CCNC(=O)c2ccccc2Cl)c(=O)[nH]c1=O	1.0	6	0.8	0.1	26*	6	-6	-4	-6
33	COC(=O)c1ccc(Nc2ncnc3c2cnn3-c2cccc(C)c2)cc1	0.7	-18	-0.2	0.7	4	15	-4	-3	2
34	Cc1ccccc1NC(=O)C1CCN(C(=O)NC2CCCCC2)CC1	1.1	3	0.4	0.5	-3	3	-3	-10	9
35	O=C(O)/C=C(\Oc1ccccc1)C1(O)CCCCC1	0.3	-6	0.6	1.1	-3	17	-2	-21	6
36	O=C(N1CCOCC1)N1CCN(S(=O)(=O)c2ccc(Cl)cc2)C1	0.2	-15	0.7	0.1	-17	2	9	-6	4
37	COc1ccc2[nH]cc(C(=O)CN3CC(C)CC(C)C3)c2c1 (stereo not drawn)	3.6	0	1.5	2.6	3	0	-11	-17	-16
38	COc1ccccc1CNC(=O)CCN=C1NS(=O)(=O)c2ccccc21	0.7	15	0.5	1.8	x	11	-5	-12	-5
39	COc1ccc(CN2CCN(C(=O)c3cc(C4CC4)nn3-c3ccccc3)CC2)cc1F	-0.2	-31	0.8	-2.2	x	11	-5	-1	-22
40	COc1cccc(/C=C/C(=O)OCC(=O)NCC2CCCO2)c1 (stereo not drawn)	1.0	2	0.1	0.7	-10	16	-7	-13	-8
41	Cc1ccc(CNC(=O)CCC2CCCN(Cc3cccc4c3OCO4)C2)o1 (stereo not drawn)	-1.2	-8	1.0	-2.0	-17	22	-12	-14	-27
42	CC(=C1C(=O)c2ccccc2C1=O)N1CCN(C/C=C/c2ccccc2)CC1	-0.5	13	0.6	-1.8	0	18	-7	-1	-8
43	CN(CC(=O)N1CCOCC1)S(=O)(=O)c1cc(Cl)ccc1Cl	-0.3	11	0.7	1.2	-19	11	3	-9	-6
44	Cc1oc(-c2cccc(Cl)c2)nc1CN1CCC(C(=O)NCCCN2CC(C)CC(C)C2)CC1 (stereo not drawn)	-0.8	x	1.2	-0.8	5	-7	-12	-3	-10
45	COc1ccccc1CC(=O)Nc1ccc2c(c1)C(=O)NC2=O	1.2	3	0.7	0.3	33*	21	-6	6	4
46	COC(=O)c1ccc2nc(-c3ccccc3)c(Cc3ccc(OC)cc3C)n2c1	x	3	1.1	x	x	25	x	-17	x
47	Cc1ccc(F)c(S(=O)(=O)NC(=O)C2(C)CCN2C(=O)c2ccccc2)c1 (stereo not drawn)	x	1	0.3	x	x	6	x	-2	x
48	COc1ccc(F)cc1S(=O)(=O)NC1CCCCCC1	-0.5	6	0.8	-0.2	4	15	-6	-8	-13
49	O=C(Nc1ccc2nc(-c3ccc(Br)o3)[nH]c2c1)c1cccs1	0.0	27	3.7	-0.8	12	20	-15	-22	-27
50	O=C(Nc1nccs1)c1cnc2sccn2c1=O	x	-3	0.0	x	x	-7	x	9	x

(next part)
item	Structure	V1aR counter	TAAR1 antag	M1 ag parental	OXTR agonist	GPR7 antag	M1 PAM parental	OXTR potentiate	CHO-K1 Ca antag	CHO parental Ca
51	COC(=O)C1CCN(CC(=O)Nc2ccc3c(c2)OCCO3)CC1	2.5	12	0.2	2.0	x	-17	-4	-6	-7
52	COc1ccccc1N1CCN(CC(=O)Nc2nc(C)c(C(=O)N(C)C)s2)CC1	0.6	-3	0.3	-0.4	-4	-21	-3	15	-15
53	Cc1ccc(CC2S/C(=C(/C#N)C(=O)NCc3ccco3)N(c3ccccc3)C2=O)cc1 (stereo not drawn)	1.6	10	2.4	3.6	-2	10	0	-11	-6
54	CCN(C[C@H]1N[C@@](Cc2ccccc2)(C(=O)OC)[C@H]2C(=O)N(Cc3ccccc3)C(=O)[C@@H]12)C(=O)c1ccc(F)cc1	-0.3	-16	0.7	-1.8	x	16	-1	-6	-36
55	CCOC(=O)N1CCc2c(sc3[nH]c(=S)[nH]c(=S)c23)C1	-0.4	x	x	-1.1	-5	x	-5	x	0
56	Cc1cc(C)c2c(=O)n3c(nc2c1)C(Cc1ccccc1)NC(=O)c1cc2ccccc2cc1-3 (stereo not drawn)	x	-31	0.2	x	x	15	x	-2	x
57	CCCCNC(=O)c1onc(CSc2ccc(F)cc2)c1C(=O)NCCCC	-0.6	4	-0.1	-1.3	x	13	2	-12	-27
58	COC(=O)[C@@]1(Sc2ccc(C)cc2)CC(=O)N(C(=O)c2ccccc2)[C@@H]1c1ccccc1	x	24	4.3	x	x	6	x	-12	x
59	O=C(Cc1ccc(NC(=O)C2CCCN(C(=O)C3CC3)C2)cc1)Nc1cccc(C(=O)N2CCCCC2)c1 (stereo not drawn)	x	-10	-0.1	x	x	19	x	-24	x
60	CSc1nc(-c2ccccc2)cn1-c1ccc(NC(C)=O)cc1	3.3	2	1.5	1.5	15	16	-16	-4	8
61	CC1CCN(C(=O)c2[nH]cnc2C(=O)N[C@@H](C)C(=O)OC(C)(C)C)CC1	0.2	10	0.1	0.1	x	14	5	-10	-8
62	COc1ccc(NC(=O)CN2C(=O)NC3(CCCCC3C)C2=O)cc1OC (stereo not drawn)	0.8	14	0.1	0.1	x	-7	1	-7	-9
63	COc1cccc(-c2ocnc2C(=O)Nc2ccc3c(c2)CCC3)c1	0.7	-3	0.4	0.1	-4	26	-7	-17	-20
64	COCCn1c(SCC(=O)c2ccc3c(c2)OCCO3)nnc1-c1ccco1	0.7	-5	1.4	0.0	-9	18	-6	-2	-16
65	C/C(=N\NC(=O)c1ccc(NS(=O)(=O)c2cccs2)cc1)c1ccc2c(c1)OCO2	0.2	-4	-0.1	0.2	-9	-4	-5	-5	-5
